GRP78 ERSR act – ER stress response induction in glioma; U87-MG GRP78 promoter luciferase reporter, 16 h; Potency, µM, without a hit: at the highest dose activation, actives largely listed as activators; 0.02% of 420,000 active; active = well fitted activation curve with a large enough effect; inconclusive = small, poorly fitted or top-dose-only effect; inactive = no such curve, though single readings can be large or run the other way; also: series mostly up to about 76 µM; % of control where 0% means no effect; nearly all actives have a fitted effect of over 35% in size
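ERSR induction read as luciferase luminescence (Bright-Glo, 10 min at room temperature) in stably transfected human U87-MG glioma cells exposed to compounds for 16 h, using GRP78 as sensor.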
An asterisk follows results filed as active; ? = inconclusive; & = joins results of further samples. Potency is read from the fitted curve at half-maximal effect.

SMILES	GRP78 ERSR act
C/C(CCN1CCCCc2nc(C)c(C)cc21)=N\O[C@@H](C)c1cc(-c2c(C)cc(C)cc2C)no1	-6%
CO[C@@H]1COC(=O)CC=C[C@@H](C)[C@@H]2C=C[C@H](O)[C@@H](COC(=O)C/C=C\[C@H]1C)O2	-2%
CCCCCCCCCCCCCCCCn1cc[n+](Cc2ccccc2)c1C	-12%
CC(=O)OC1C(=O)[C@@]2(C)C(O)CC3OC[C@]3(OC(C)=O)C2C(OC(=O)c2ccccc2)[C@]2(O)CC(OC(=O)C(O)C(NC(=O)c3ccccc3)c3ccccc3)C(C)=C1C2(C)C (stereo partly specified)	-5%
Cc1cccc(CN2CCN([C@@H](c3ccccc3)c3ccc(Cl)cc3)CC2)c1	-3%
CC(=O)OCC(=O)[C@@]1(O)CCC2C3CCC4=CC(=O)CC[C@@]4(C)[C@]3(F)C(O)C[C@]21C (stereo partly specified)	-4%
CO[C@H]1COC(=O)CCC[C@H](C)[C@H](OC)COC(=O)C/C=C\[C@@H]1C	-4%
Cc1ccc(S(=O)(=O)N2CCC(=O)N([C@H](COCc3cccc(C(F)(F)F)c3)Cc3ccccc3)CC2)cc1	-3%
CC1(C)S[C@@H]2[C@H](NC(=O)C(C(=O)Oc3ccc4c(c3)CCC4)c3ccccc3)C(=O)N2[C@H]1C(=O)O (stereo partly specified)	0%
Cc1ccc(S(=O)(=O)N[C@H]2COC(=O)[C@H](C)COC(=O)C/C=C\[C@H]2C)cc1	-6%
C=C(C)C(O)/C=C/c1ccccc1OC (stereo unspecified)	-3%
CCOC(=O)N/N=C1/C[C@@H](O)[C@@H](O)[C@@H]2[C@@H]3C(=O)N(Cc4ccc5c(c4)OCO5)C(=O)[C@H]3CC[C@@H]12	-4%
Nc1nc(NC2CC2)c2ncn([C@H]3C=C[C@@H](CO)C3)c2n1	-5%
COc1ccc(O[C@H]2C=C[C@@H](c3ccccc3)O[C@H]2COC(=O)CC/C(C)=N\OC[C@@H](C)[C@H](OCc2ccccc2)C(C)C)cc1	-5%
CC(=O)OC1CC(O)C(C)(C)C2CC(OC(C)=O)[C@]3(C)C(CC[C@@]4(C)C(c5ccoc5)OC(=O)C5OC534)[C@]12C (stereo partly specified)	-4%
CC(=O)O[C@H]1C[C@@]2(C)[C@H](C[C@@H](O)[C@H]3[C@@]4(C)CC[C@@H](O)[C@@H](C)[C@H]4CC[C@@]32C)C1=C(CCC=C(C)C)C(=O)O	-5%
CC(C)[C@@H](N)C(=O)O	-3%
COc1ccc(C#CC2C=CC(OC(C)=O)C(COC(C)=O)O2)cc1 (stereo unspecified)	-5%&-3%
C[C@@H]1COC(=O)O1	-4%
CC1(C)OC(C(O)(c2cc(F)c(F)c(F)c2)c2cc(F)c(F)c(F)c2)C(C(O)(c2cc(F)c(F)c(F)c2)c2cc(F)c(F)c(F)c2)O1 (stereo unspecified)	-5%
O=C(Nc1cccc(Cl)c1)OCC#CCCl	-1%
COc1cc(C(CCN2CCOCC2)c2c(OC)cc(OC)c3ccc(=O)oc23)cc(OC)c1OC (stereo unspecified)	4%
OCC1OC(/C=C\c2ccccc2)C=CC1Oc1ccc2c(c1)OCO2 (stereo unspecified)	3%
CN(C)C(=O)CCSC(SCCC(=O)O)c1cccc(/C=C/c2ccc3ccc(Cl)cc3n2)c1 (stereo unspecified)	-5%
CCOc1cc(NC(C)=O)ccc1C(=O)OC	-6%&-3%
O=C1/C(=C\c2cccs2)CCC/C1=C/c1cccs1	0%
COC(=O)c1cc(=O)c(O)c2c(O)c(O)ccc2c1	-3%
CC(C)(C)N1C(=O)[C@H]2[C@H]3[C@H](O)[C@H](O)C/C(=N/OCc4ccccc4)[C@H]3CC[C@@H]2C1=O	-4%
CC(=O)OC[C@@H]1O[C@H](CCO/N=C(\C)CCN2CCCCc3nc(C)c(C)cc32)C=C[C@@H]1OC(C)=O	-1%
C#CCCCO/N=C1/C[C@@H](O)[C@@H](O)[C@@H]2[C@@H]3C(=O)N(C[C@@H]4CCCO4)C(=O)[C@H]3CC[C@H]12	-3%
CCN1C(=O)[C@H]2[C@H]3[C@H](O)[C@H](O)C/C(=N/OC[C@@H](O)COCc4ccco4)[C@@H]3CC[C@@H]2C1=O	-3%&-5%
Nc1ncn(C2OC(CO)C(O)C2O)c(=O)n1 (stereo unspecified)	-7%
COC(=O)c1cc(OC)c(=O)c2c(OC)c(OC)ccc2c1	-4%
CCN[C@@H]1C[C@H](N)[C@H](O[C@H]2OC(CN)=CC[C@H]2N)[C@@H](O)[C@H]1O[C@H]1OC[C@@](C)(O)[C@@H](NC)[C@@H]1O	-5%
COc1ccccc1CNC(=O)c1cccc(-c2ccccc2OC)n1	-6%
O=c1cc(-c2cccc(O)c2O)oc2ccccc12	-1%
COC(=O)C1=C(C)N(Cc2ccccc2)C2=C(C(C)=O)C[C@@](O)(C(=O)OC)C(=O)N2C1c1ccccc1 (stereo partly specified)	-1%&-4%
CC[C@@H]1OC(=O)[C@H](C)[C@H](O[C@@H]2C[C@](C)(OC)[C@H](O)[C@H](C)O2)[C@H](C)[C@H](O[C@@H]2O[C@@H](C)C[C@@H](N(C)C)[C@@H]2O)[C@](C)(O)C[C@H](C)C(=O)[C@H](C)[C@H](O)[C@]1(C)O	-5%
CC(=O)CC(c1ccccc1)C1C(=O)Oc2ccccc2C1=O (stereo unspecified)	0%
CCC(=O)Nc1ccc(O)cc1	-3%
CC(=O)OCC1OC(C#Cc2ccc(Cl)cc2)C=CC1OC(C)=O (stereo unspecified)	-4%&-2%
OC[C@H]1OC(O)[C@H](O)[C@@H](O)[C@@H]1O (stereo partly specified)	4%
CC(C)NC[C@H](O)c1cc(O)cc(O)c1	-4%
CCC(C(=O)O)c1ccccc1 (stereo unspecified)	-1%
Cc1oc(C)c(C(=O)Nc2ccccc2)c1C	-1%
Nc1nc(=O)n([C@@H]2CS[C@H](CO)O2)cc1F	-1%
CC(=O)OC1CC(OC(C)=O)[C@]2(C)C(CC(=O)[C@]3(C)C2CC[C@@]2(C)C(c4ccoc4)OC(=O)C4O[C@@]423)C1(C)C (stereo partly specified)	1%
CCC(C(N)=O)c1ccccc1 (stereo unspecified)	-5%
Nc1ncnc2c1ncn2[C@@H]1O[C@H](COP(=O)(O)O)[C@@H](O)[C@@H]1O	-1%
CCOCCOC(=O)C(C)Oc1ccc(Oc2ncc(C(F)(F)F)cc2Cl)cc1 (stereo unspecified)	3%
CCc1cccc2c3c([nH]c12)[C@@](CC)(CC(=O)O)OCC3	0%
Cc1ccc(S(=O)(=O)N[C@H]2COC(=O)CC=C[C@@H](C)[C@H]3C=C[C@H](O)[C@@H](COC(=O)CC=C[C@H]2C)O3)cc1	-4%&-3%
O=C(/C=C/c1ccccc1)N1CCCC1CO (stereo unspecified)	-4%
O=C1c2c(O)cc(O)cc2O[C@H](c2ccc(O)c(O)c2)C1O (stereo partly specified)	10%
CC(=O)Nc1ccn(C2COC(COC(=O)c3ccccc3)O2)c(=O)n1 (stereo unspecified)	-1%
CC1COC2=C1C(=O)C(=O)c1c2ccc2c1CCCC2(C)C (stereo unspecified)	-5%&-4%
C[C@H]1CC[C@H](C(=O)O)N[C@@H]1c1ccc(C#Cc2ccccc2)cc1	-5%
NCC1O[C@@H](O[C@@H]2C(O)[C@H](O[C@H]3OC(CO)C(O)C(N)C3O)[C@@H](N)C[C@H]2N)C(N)C(O)C1O (stereo partly specified)	-4%
C=C1C2CC[C@@]3(C)C(c4ccoc4)OC(=O)C[C@@]13OC1CC(=O)C(C)(C)C(C(O)C(=O)OC)[C@]12C (stereo partly specified)	-5%
CC(C)C[C@H](NC(=O)[C@H](Cc1c[nH]c2ccccc12)NC(=O)[C@H](CCCCN)NC(=O)CNC(=O)[C@H](CC(C)C)NC(=O)[C@H](CO)NC(=O)[C@@H](N)Cc1cnc[nH]1)C(=O)NCC(=O)N[C@@H](Cc1cnc[nH]1)C(=O)N1CCC[C@H]1C(=O)N[C@@H](CC(=O)O)C(=O)N[C@@H](CCCCN)C(=O)N[C@@H](Cc1ccccc1)C(=O)O	-7%

11 neighbouring compounds from above:
SMILES	GRP78 ERSR act
CCOCCOC(=O)C(C)Oc1ccc(Oc2ncc(C(F)(F)F)cc2Cl)cc1 (stereo unspecified)	3%
CCc1cccc2c3c([nH]c12)[C@@](CC)(CC(=O)O)OCC3	0%
Cc1ccc(S(=O)(=O)N[C@H]2COC(=O)CC=C[C@@H](C)[C@H]3C=C[C@H](O)[C@@H](COC(=O)CC=C[C@H]2C)O3)cc1	-4%&-3%
O=C(/C=C/c1ccccc1)N1CCCC1CO (stereo unspecified)	-4%
O=C1c2c(O)cc(O)cc2O[C@H](c2ccc(O)c(O)c2)C1O (stereo partly specified)	10%
CC(=O)Nc1ccn(C2COC(COC(=O)c3ccccc3)O2)c(=O)n1 (stereo unspecified)	-1%
CC1COC2=C1C(=O)C(=O)c1c2ccc2c1CCCC2(C)C (stereo unspecified)	-5%&-4%
C[C@H]1CC[C@H](C(=O)O)N[C@@H]1c1ccc(C#Cc2ccccc2)cc1	-5%
NCC1O[C@@H](O[C@@H]2C(O)[C@H](O[C@H]3OC(CO)C(O)C(N)C3O)[C@@H](N)C[C@H]2N)C(N)C(O)C1O (stereo partly specified)	-4%
C=C1C2CC[C@@]3(C)C(c4ccoc4)OC(=O)C[C@@]13OC1CC(=O)C(C)(C)C(C(O)C(=O)OC)[C@]12C (stereo partly specified)	-5%
CC(C)C[C@H](NC(=O)[C@H](Cc1c[nH]c2ccccc12)NC(=O)[C@H](CCCCN)NC(=O)CNC(=O)[C@H](CC(C)C)NC(=O)[C@H](CO)NC(=O)[C@@H](N)Cc1cnc[nH]1)C(=O)NCC(=O)N[C@@H](Cc1cnc[nH]1)C(=O)N1CCC[C@H]1C(=O)N[C@@H](CC(=O)O)C(=O)N[C@@H](CCCCN)C(=O)N[C@@H](Cc1ccccc1)C(=O)O	-7%

Additional entries follow:
SMILES	GRP78 ERSR act
COC(=O)CC1C(C)(C)C(OC(C)=O)C2CC3=C4CC(=O)OC(c5ccoc5)[C@]4(C)CCC3[C@@]1(C)C2=O (stereo partly specified)	-3%
C[C@@H]1/C=C\CC(=O)OC[C@H]2O[C@@H](C=C[C@@H]2O)[C@H](C)/C=C\CC(=O)OC[C@H]2O[C@H]1C=C[C@@H]2O	-1%
COC(=O)[C@@H]1CC[C@H](C)[C@@H](c2ccc(C)cc2)N1C(=O)c1ccc(/C=N\O[C@@H](C)CN2CCCc3nc(C)c(C)cc32)cc1	-3%
CO[C@H]1COC(=O)C/C=C\[C@H](C)[C@H](OC)COC(=O)[C@@H](C)NC(=O)C/C=C\[C@@H]1C	-4%
NCC(=O)N[C@@H](CCCN=C(N)N)C(=O)NCC(=O)N[C@@H](CCC(=O)O)C(=O)N[C@@H](CO)C(=O)O	-5%
CO[C@@H]1/C=C\CC(=O)N2CCC[C@@H]2C(=O)OC[C@@H](C)C(=O)OC[C@H]1C	-4%
CC[C@@H](C(=O)[C@@H](C)[C@@H](O)[C@H](C)CCc1ccc(C)c(O)c1C(=O)O)C1O[C@](CC)(C2CC[C@](O)(CC)[C@H](C)O2)C[C@@H]1C (stereo partly specified)	?
O=C(O)c1ccccc1Nc1ccc(CCc2ccc(Cl)c(Cl)c2)cc1	7%
O=c1cc(-c2cccc(F)c2)[nH]c2ccc(Cl)cc12	-3%
CCOCC	-2%
CCOC(=O)N/N=C1/C[C@@H](O)[C@@H](O)[C@@H]2[C@H]3C(=O)N(c4ccc(F)cc4F)C(=O)[C@@H]3CC[C@@H]12	-2%
CC1(C)CC1C(=O)N/C(=C/CCCCSCC(N)C(=O)O)C(=O)O (stereo unspecified)	-3%
CCOC(=O)OCC1OC(c2ccc(C(C)=O)cc2)C=CC1Oc1ccc(-c2ccccc2)cc1 (stereo unspecified)	3%
CC(=O)OC1CC[C@@]2(C)C3=CC(=O)[C@]4(C)C(CC5OC6(OCC(C)CC6Br)C(C)C54)C3CC[C@H]2C1 (stereo partly specified)	-2%
CC1NC(=O)C(N)CNC(=O)C(C2CCN=C(N)N2)NC(=O)/C(=C/NC(N)=O)NC(=O)C(CNC(=O)CC(N)CCCN)NC1=O (stereo unspecified)	0%
CC[C@H](C)[C@H](NC(=O)[C@H](Cc1ccc(O)cc1)NC(=O)[C@H](Cc1cnc[nH]1)NC(=O)[C@H](CCCNC(=N)N)NC(=O)[C@H](CC(C)C)NC(=O)[C@H](C)NC(=O)[C@H](CO)NC(=O)[C@H](Cc1ccc(O)cc1)NC(=O)[C@H](Cc1ccc(O)cc1)NC(=O)[C@H](CCCNC(=N)N)NC(=O)[C@H](C)NC(=O)[C@H](CC(C)C)NC(=O)[C@H](CC(=O)O)NC(=O)[C@H](CCC(=O)O)NC(=O)[C@H](C)NC(=O)[C@@H]1CCCN1C(=O)[C@H](C)NC(=O)[C@H](CC(=O)O)NC(=O)[C@H](CCC(=O)O)NC(=O)CNC(=O)[C@@H]1CCCN1C(=O)[C@H](CC(N)=O)NC(=O)[C@H](CC(=O)O)NC(=O)[C@@H]1CCCN1C(=O)[C@H](CCCCN)NC(=O)[C@H](CO)NC(=O)[C@@H]1CCCN1C(=O)[C@@H](N)Cc1ccc(O)cc1)C(=O)N[C@@H](CC(N)=O)C(=O)N[C@@H](CC(C)C)C(=O)N[C@H](C(=O)N[C@H](C(=O)N[C@@H](CCCNC(=N)N)C(=O)N[C@@H](CCC(N)=O)C(=O)N[C@@H](CCCNC(=N)N)C(=O)N[C@@H](Cc1ccc(O)cc1)C(N)=O)[C@@H](C)O)[C@@H](C)CC	-3%
CN1CC(O)c2cc(N=NC(N)=O)c(O)cc21 (stereo unspecified)	5%
CC(NC(=O)C1CCCN1C(=O)CN)C(=O)O (stereo unspecified)	-5%
CC(=O)O[C@]1(C)CC[C@]23CC1C(C)(C)C2CC[C@@H]3C (stereo partly specified)	-2%

Bioassay records deposited in PubChem by National Center for Advancing Translational Sciences (NCATS).

Only part of the results is shown. The share of hits here may be higher or lower than overall.
